TRb SRC2 PPI – qHTS for Inhibitors of the Interaction of Thyroid Hormone Receptor and Steroid Receptor Coregulator 2 | AID 1469, 2008 | Thyroid hormone receptor beta (Homo sapiens), P10828 | TRbeta-SRC2 peptide binding, fluorescence polarization; receptor liganded with 1 µM T3 | Potency, µM (top dose mostly 106 µM), inactives show at the top dose activity change, negative = inhibition, hits mostly inhibitors | 0.065% of 280,000 active;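 also: plate controls were bound peptide for no effect and peptide without receptor for full effect; nearly all actives have a fitted effect of over 50% in size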
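Assay buffer: 20 mM Tris-HCl, 100 mM NaCl, 10% glycerol, 1 mM EDTA, 0.01% NP-40, 1 mM DTT, 1 uM T3, 5% DMSO; TRb LBD 0.6 uM, Texas Red SRC2 20 nM; FP after 5 hr.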
SMN2 splice up – qHTS Assay for Enhancers of SMN2 Splice Variant Expression | HEK293 SMN2-luciferase splicing reporter, luminescence, 30-36 h | Potency, µM (series often up to 46.1 µM), without a hit: at the top dose activity change, positive = activation, usual class: activators | 2.8% of 210,000 active; also: % of control where 0% means no effect; nearly all actives have a fitted effect of over 55% in size
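qHTS luciferase splicing reporter: luminescence rises when SMN2 exon 7 is included in transfected HEK293 cells. Compound exposure lasted 30-36 h at 37C, with 4.5 mM final sodium butyrate as control, followed by a ONE-Glo read.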
JMJD2E inh – qHTS Assay for Inhibitors of Human Jumonji Domain Containing 2E (JMJD2E). Lysine-specific demethylase 4E (Homo sapiens), B2RXH2. JMJD2E catalytic domain, FDH-coupled NADH fluorescence (FDH is formaldehyde dehydrogenase). Potency, µM (titrated, usually from 57.1 µM), without a hit: top-dose activity change, negative = inhibition, most hits filed as inhibitors. 1.6% of 230,000 active. AID 2147, 2009; active = well fitted inhibition curve with a large enough effect, not every such curve was filed as active; inconclusive = small, poorly fitted or top-dose-only effect, or another doubt; inactive = no such curve, though single readings can be large or run the other way;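 also: 0% = wells with enzyme and -100% = buffer wells without enzyme; nearly all actives have a fitted effect of over 50% in size; many of its hits are not listed in these tables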
Target sequence (B2RXH2 1-337 limits assumed): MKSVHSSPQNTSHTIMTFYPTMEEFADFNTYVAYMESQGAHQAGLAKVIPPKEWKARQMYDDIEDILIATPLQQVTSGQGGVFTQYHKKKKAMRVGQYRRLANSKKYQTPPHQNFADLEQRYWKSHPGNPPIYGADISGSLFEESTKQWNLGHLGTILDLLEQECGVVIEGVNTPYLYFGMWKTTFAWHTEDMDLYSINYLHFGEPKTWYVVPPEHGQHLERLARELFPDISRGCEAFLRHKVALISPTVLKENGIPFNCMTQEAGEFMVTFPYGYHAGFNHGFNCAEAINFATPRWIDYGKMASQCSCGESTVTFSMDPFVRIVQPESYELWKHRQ
GoLoco inh red – qHTS Assay for Inhibitors of RGS12 GoLoco Motif Activity (Red Fluorophore); Gai1:RGS12 GoLoco peptide FP, rhodamine, 10 min; Potency, µM (titrated, usually from 61.6 µM), without a hit: at the highest dose activity, negative = inhibition, actives largely listed as inhibitors; 0.44% of 230,000 active; active = well fitted inhibition curve with a large enough effect, not every such curve was filed as active; inactive = no such curve, though single readings can be large or run the other way; also: % is scaled to controls: 0 for no effect and ±100 for the full control effect; nearly all actives have a fitted effect of over 30% in size; many of its hits are not listed in these tables
TexasRed fluor – Total Fluorescence Counterscreen for Inhibitors of the Interaction of Thyroid Hormone Receptor and Steroid Receptor Coregulator 2 | TRb/SRC2 Texas Red total fluorescence interference | Potency, µM (highest dose often 106 µM), for inactives: top-dose fluorescence change, negative = quenching | 0.29% of 280,000 active; active = well fitted curve in either direction with a large enough effect; inconclusive = small, poorly fitted or top-dose-only effect; also: % is scaled to controls: 0 for no effect and ±100 for the full control effect
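Human TRβ ligand-binding domain (0.6 uM) and Texas Red SRC2 peptide (20 nM) in Tris buffer with 1 uM T3 and 5% DMSO were incubated with pinned compound for 5 hr at ambient temperature. Total fluorescence was computed as S + 2P (555/632 nm).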
LMNA splice mod – qHTS Assay for Modulators of Lamin A Splicing; Potency, µM (doses to about 46.1 µM), inactives show at the top dose ratio change, negative = inhibition, usual class: inhibitors; 0.01% of 200,000 active; HeLa LMNA splicing GFP/RFP minigene ratio, 48 h; active = well fitted inhibition curve with a large enough effect in the signal ratio, with a control signal flat, not every such curve was filed as active; inconclusive = small, poorly fitted or top-dose-only effect, or effect the other way, or a change in a side signal; the % refers to the signal ratio; also: % is scaled to controls: 0 for no effect and ±100 for the full control effect
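Read-out is the ratio of GFP to DsRed2 object intensity, acquired by 488 nm laser-scanning cytometry on HeLa lamin A-EGFP minigene reporter cells. Compound incubation 48 hrs at 37 °C in Opti-MEM with 2% FBS; DMSO 0.5% final.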
RECQ1 helicase – qHTS Assay for Inhibitors of RecQ-Like Dna Helicase 1 (RECQ1) | ATP-dependent DNA helicase Q1 (Homo sapiens), P46063 | RECQ1 DNA unwinding, red fluorescence kinetic read | Potency, µM (top dose mostly 57.3 µM), for inactives: at the highest dose activity, negative = inhibition, hits mostly inhibitors | 0.54% of 240,000 active | AID 2549, 2010;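 also: plate controls were vehicle for no effect and no enzyme for full effect; nearly all actives have a fitted effect of over 30% in size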
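RECQ1T1 50 nM; forked duplex (20 bp + 30-nt ss tails) 200 nM, ATP 2 mM final; pH 8.0, 2 mM MgCl2, 2.5 ug/ml poly(dI-dC); 15 min compound preincubation; discontinuous kinetic read over 2 h at RT.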
ALDH1A1 inh – qHTS Assay for Inhibitors of Aldehyde Dehydrogenase 1 (ALDH1A1); Purified ALDH1A1, NADH fluorescence, propionaldehyde substrate; Aldehyde dehydrogenase 1A1 (Homo sapiens), P00352; 7.3% of 220,000 active; Potency, µM (series often up to 75.3 µM), inactives show at the highest dose activity, negative = inhibition, usual class: inhibitors; active = well fitted inhibition curve with a large enough effect, not every such curve was filed as active; inconclusive = small, poorly fitted or top-dose-only effect, or another doubt; inactive = no such curve, though single readings can be large or run the other way;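 also: plate controls were no enzyme wells and a reference inhibitor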
Target sequence (P00352 whole entry, looked up): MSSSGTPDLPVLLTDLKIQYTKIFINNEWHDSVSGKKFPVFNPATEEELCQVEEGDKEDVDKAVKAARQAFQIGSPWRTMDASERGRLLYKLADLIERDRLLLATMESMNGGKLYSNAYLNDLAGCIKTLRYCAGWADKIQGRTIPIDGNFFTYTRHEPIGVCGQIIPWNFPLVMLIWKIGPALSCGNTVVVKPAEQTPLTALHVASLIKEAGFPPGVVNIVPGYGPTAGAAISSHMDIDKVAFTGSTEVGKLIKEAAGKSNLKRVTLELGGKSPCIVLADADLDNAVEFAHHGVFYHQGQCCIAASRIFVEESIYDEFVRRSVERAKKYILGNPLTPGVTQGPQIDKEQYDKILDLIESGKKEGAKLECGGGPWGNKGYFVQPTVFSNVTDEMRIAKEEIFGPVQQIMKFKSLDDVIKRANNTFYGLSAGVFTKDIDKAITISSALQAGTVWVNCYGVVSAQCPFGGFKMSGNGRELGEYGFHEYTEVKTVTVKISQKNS
* = called active by the depositor; i = inactive; ? = inconclusive; . = not tested or not shown; [ ] = remark or other dose. Unless noted, calls follow the shape of the dose curve; as a rule, active = well fitted curve in the direction sought with a large enough effect; inconclusive = small, poorly fitted or top-dose-only effect, or another doubt; inactive = no such curve, though single readings can be large; an effect the other way counts as inactive or inconclusive. Potency is read from the fitted curve at half-maximal effect. The list is partial, so the mix of outcomes need not match the whole.

Order of values – TRb SRC2 PPI | SMN2 splice up | JMJD2E inh | GoLoco inh red | TexasRed fluor | LMNA splice mod | RECQ1 helicase | ALDH1A1 inh
> COc1ccc(CCNC2CC(=O)N(CCc3ccc(OC)c(OC)c3)C2=O)cc1OC (stereo not given)
    -6% | 6% | -5% | 4% | -3% | 10% | i | 6.3µM*
> COc1ccc(N2C(=O)CC(Sc3nc(C)c4c(n3)CCCC4)C2=O)cc1 (stereo not given)
    1% | 14% | 2% | 4% | -5% | ? | -3% | ?
> CN(C)c1nc(-c2cccc(NS(C)(=O)=O)c2)nc2ccccc12
    . | . | . | 9% | . | -12% | i | -2%
> CCC(C)(C)n1nnnc1CN1CCC(NC(=O)c2ccccc2C)CC1
    -6% | -12% | 3% | -2% | -2% | -3% | -4% | ?
> CCOC(=O)CCCSc1nc(-c2ccc3c(c2)OCO3)cc(C(F)(F)F)c1C#N
    1% | 2% | ? | 20% | -1% | -12% | -10% | ?
> Cc1cc(C)c(N=C2SCC(=O)N2Cc2ccco2)c(C)c1
    -9% | . | -1% | 6% | -6% | . | i | .
> COC(=O)C1=C(C)NC(C)=C(C(=O)OC)C1c1ccccn1
    -10% | 15% | ? | 1% | 3% | 5% | -6% | -12%
> O=C(O)Cn1nc2ccccc2n1
    2% | 11% | 1% | 2% | -2% | -1% | -8% | -1%
> O=S(=O)(c1ccc(S(=O)(=O)N(Cc2cccs2)CC2CCCO2)cc1)N1CCCCC1 (stereo not given)
    -2% | -20% | -4% | 10% | -4% | -13% | -6% | 7.9µM*
> COC(=O)Nc1ccc(S(=O)(=O)N2CCCC(C(=O)N3CCC(C)CC3)C2)cc1 (stereo not given)
    -7% | -25% | -6% | 7% | -1% | -17%[46 µM] | -3% | -4%
> O=C(NCCCn1ccnc1)c1cc2cc([N+](=O)[O-])ccc2oc1=O
    3% | 3% | 9% | 10% | -6% | -6% | 8% | ?
> O=c1ccc(Cc2ccccn2)n[nH]1
    -19% | -6% | -4% | -3% | 1% | 12% | i | -2%
> COc1ccc2c(c1)c1ccc3c(c1n2C)C(=O)C=CC3=O
    -6% | . | -13% | -28% | -10% | . | 25% | 0.28µM*
> Cc1ccc(COc2cccc3c2CCN(Cc2ccc(F)cc2)C3=O)cc1
    -6% | . | 7% | 0% | -2% | ? | -12% | 11%
> O=C(CSc1ncn(-c2ccccc2)n1)Nc1nc2ccccc2s1
    -5% | -56%[inhibitor] | 1% | -8% | 0% | 7% | 0% | 13µM*
> COc1ccc(C(=O)CSc2nnc(CN3CCCCC3)n2-c2ccc(Cl)cc2)cc1OC
    -6% | -32%[inhibitor] | 6% | 5% | -1% | ? | 0% | 0%
> Cc1ccc(-c2cc(C(F)(F)F)n3nc(C(=O)NCCCn4ccnc4)cc3n2)cc1C
    2% | -18% | ? | -3% | -4% | -7% | -1% | ?
> Cc1cc2cc(CCNC(=O)c3ccc(Br)o3)c(=O)[nH]c2cc1C
    -5% | -10% | ? | 22% | -2% | -14% | -3% | ?
> c1ccc(-n2nnnc2-n2ccnc2)cc1
    11% | -12% | 0% | 11% | -6% | 7% | -10% | -2%
> CN1Cc2c(N)cccc2[C@H](c2ccccc2)C1
    -3%[53 µM] | -7%[20.6 µM] | 5%[25.5 µM] | 3%[21.6 µM] | -2%[53 µM] | ? | -4%[25.9 µM] | 8%[20.9 µM]
> O=C(c1cc(C(F)(F)F)cc(C(F)(F)F)c1)N1CCC[C@@]2(CCN(c3ccccn3)C2)C1
    . | -44%[inhibitor] | . | 5% | . | . | -6% | 7%
> CC1=C(C)CC(C(=O)Nc2ccc(C(=O)N3CCOCC3)cc2)C(C(=O)O)C1 (stereo not given)
    -2% | -1% | 4% | 7% | -2% | . | i | -2%
> Cc1ccc(Cl)cc1N1CCN(C(=S)NCCc2ccccc2)CC1
    -1% | 3% | -19% | 3% | -5% | ? | -14% | -6%
> COc1ccccc1CNC(=O)c1ccc(OC(C)C)cc1
    2% | 16% | -3% | 0% | -2% | . | 2% | 3%
> COc1ccc(CNC(=O)CSc2nnc(C)c(=O)[nH]2)cc1
    -6% | . | -8% | 2% | -2% | . | i | .
> Cc1ccc(C(=O)NC(=S)Nc2ccc(-c3ccc(CO)o3)cc2)cc1
    1% | -29% | -9% | -12% | 1% | . | 3% | ?
> COC(=O)c1cc2ccsc2n1CC(=O)N1CCCc2ccccc21
    11% | 7% | 3% | 96%[activator] | 0% | -11% | -2% | ?
> Cc1cccc(NC(=O)CN(C)S(=O)(=O)c2cccc3cccnc23)c1C
    -2% | . | -1% | 4% | -2% | . | -8% | .
> Nc1nc(SCc2ccc([N+](=O)[O-])cc2)c2ncn(C3OC(CO)C(O)C3O)c2n1 (stereo not given)
    -3% | -3% | -5% | 16% | -1% | ? | -16% | -3%
> CN(CC(=O)NCc1cccnc1)S(=O)(=O)c1ccc2c(c1)c(=O)n(C)c(=O)n2C
    -7% | -1% | ? | -6% | -8% | 3% | -2% | 0%

More structures
Structure | TRb SRC2 PPI | SMN2 splice up | JMJD2E inh | GoLoco inh red | TexasRed fluor | LMNA splice mod | RECQ1 helicase | ALDH1A1 inh
O=C(OC1Cc2c(O)cc(O)cc2OC1c1cc(O)c(O)c(O)c1-c1c(C2Oc3cc(O)cc(O)c3CC2O)cc(O)c(O)c1O)c1cc(O)c(O)c(O)c1 (stereo not given) | -1% | 5% | 8.9µM* | -9% | -24% | ? | 2.5µM* | 5%
COC(=O)c1ccc2c(c1)c(I)c(-c1ccc(OC)cc1)n2C | 9% | . | . | -25% | -3% | . | -11%[81.1 µM] | -10%
CCOc1cc(/C=C(\C#N)C(N)=O)ccc1OS(=O)(=O)c1ccccc1 | -15% | -2% | -1% | 8% | -1% | -13% | -10% | 13µM*
COc1cccc2cc(C(C)N(CCCN3CCOCC3)C(=O)Nc3ccc(Cl)cc3)oc12 (stereo not given) | -2% | . | -3% | . | -3% | ? | 6% | ?
c1coc(CN2CCN(C(c3cccs3)c3nnnn3C3CCCC3)CC2)c1 (stereo not given) | 4% | 10% | -1% | -5% | -5% | 2% | -4% | ?
CC(=O)c1ccc(N2CCN(C(C)C(=O)NC3CCCc4ccccc43)CC2)cc1 (stereo not given) | -2% | -33%[inhibitor] | -29% | -32% | -1% | ? | -2% | 0%
CC(O)Cc1nsc(NC(=O)c2ccc(Br)o2)n1 (stereo not given) | 1% | -7% | 6% | 7% | 0% | 6% | -4% | -1%
CCOc1cc(CNC(=O)CN2C(=O)c3ccccc3S2(=O)=O)ccc1OC | -21% | 26% | -1% | -4% | 0% | -5% | -3% | -10%
Cc1nn(C)c(C)c1Sc1ccccc1N | -7% | -8% | -2% | -7% | -4% | 3%[46 µM] | -1% | 11%
NS(=O)(=O)c1ccc(CCNC(=O)C2CCN(S(=O)(=O)c3ccc(Br)s3)CC2)cc1 | -6% | 3% | -5% | -1% | 0% | . | -5% | -6%
COc1ccc(/C=C2\SC(=S)N(CCC(=O)NC3=NCCS3)C2=O)cc1OC | -3% | -14% | 2% | 12% | -1% | -4% | -11% | -3%
CCOC(=O)c1c(NC(=O)c2cccnc2Cl)sc(C(=O)N(C)C)c1C | 0% | 18% | -1% | -8% | -1% | -10% | 0% | -16%
Cc1ccc(-n2nnc3c(=O)n(CC(=O)N4CCCC4)cnc32)cc1 | 1% | 6% | 0% | -1% | 1% | 3% | i | 9%
O=C(Cc1nc2ccccc2[nH]c1=O)c1ccccc1 | 2% | 11µM* | -8% | 16% | 2% | -6%[9.22 µM] | -13% | 7%
O=C(Nc1c(-c2cccs2)nc2ccccn12)c1ccccc1F | 3% | -5% | 1% | -1% | -4% | 14%[46 µM] | -9% | -8%
O=C(CN(Cc1ccco1)C(=O)CNS(=O)(=O)c1ccccc1)NC1CCCCC1 | 1% | 15% | 9% | 3% | 0% | 2% | -5% | 4%
Cc1cc(=O)oc2cc(OCC(=O)N3CCN(C(=O)c4ccco4)CC3)ccc12 | -2% | -7% | ? | 11% | -2% | . | i | ?
CC(=O)NCC(=O)OCC(=O)c1ccc(C)cc1 | -2% | -1% | 3% | 0% | 0% | 0% | -9% | 9%
COc1ccc(C2=NN(c3ccccc3)C(=O)/C2=C\c2ccc(O)c(OC)c2)cc1 | ? | 7% | ? | 104%[activator] | -11% | . | i | 20µM*
COc1ccc(S(=O)(=O)NCC(=O)N(CC(=O)NCC2CCCO2)c2c(C)cccc2C)cc1 (stereo not given) | 6% | -3% | 3% | 1% | 1% | ? | i | -8%

Shown as labelled records: entries from further up.
structure: CCOC(=O)c1c(NC(=O)c2cccnc2Cl)sc(C(=O)N(C)C)c1C
  TRb SRC2 PPI = 0%
  SMN2 splice up = 18%
  JMJD2E inh = -1%
  GoLoco inh red = -8%
  TexasRed fluor = -1%
  LMNA splice mod = -10%
  RECQ1 helicase = 0%
  ALDH1A1 inh = -16%

structure: Cc1ccc(-n2nnc3c(=O)n(CC(=O)N4CCCC4)cnc32)cc1
  TRb SRC2 PPI = 1%
  SMN2 splice up = 6%
  JMJD2E inh = 0%
  GoLoco inh red = -1%
  TexasRed fluor = 1%
  LMNA splice mod = 3%
  RECQ1 helicase = i
  ALDH1A1 inh = 9%

structure: O=C(Cc1nc2ccccc2[nH]c1=O)c1ccccc1
  TRb SRC2 PPI = 2%
  SMN2 splice up = 11µM*
  JMJD2E inh = -8%
  GoLoco inh red = 16%
  TexasRed fluor = 2%
  LMNA splice mod = -6%[9.22 µM]
  RECQ1 helicase = -13%
  ALDH1A1 inh = 7%
